Bioassay records deposited in PubChem by Broad Institute.
PglD DTNB – blocks C. jejuni PglD acetyltransferase activity. purified PglD enzyme, DTNB colorimetric CoA detection. hit rate 0.098% among 360,000. inhibition, % at 12.5 µM; in the data active = inhibition above about 16%, passing the limit was not always enough; note: strong numbers were not always called active
Cneo AK release – Cryptococcus neoformans lysis via adenylate kinase release. C. neoformans lysis, adenylate kinase release luminescence, 4 h; normalised: neutral wells 0, clomiphene wells 100. hit rate 0.2% among 360,000. lysis activity, % at 15 µM;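 active = mean lysis activity across replicates of at least 80%, whatever share of replicates individually reach that level; inactive = mean lysis activity below 80%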
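Test system: log-phase Cryptococcus neoformans yeast cells; Quantity: yeast cell density of 5 × 10^6 cells/mL; Buffer or medium: YPD; Doses: single compound concentration per well; Timing: 4 h at 37 °C static, read 1 h later; Measured by: AK luminescence; Read-out basis: lysis from increased AK signal; Control set: Clomiphene as positive control.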
PGC1a acetyl inh – PGC1a acetylation modulation, inhibitor mode; U2OS PGC1a acetylation, AlphaScreen anti-acetyl-lysine; with virally co-expressed GCN5 acetyltransferase; inhibition, % at 15.6 µM; hit rate 0.17% among 350,000;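 active = every replicate shows inhibition of at least 40%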;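 note: 0% = neutral control wells and 100% = positive control wells; some results beyond the cut were filed as inactive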
CFTR F508del cor – correctors of CFTR F508del function in bronchial epithelial cells | hit rate 0.36% among 350,000 | CFBE cells, YFP halide quenching; stimulated with forskolin plus potentiator P3; % fluorescence drop versus neutral controls | AID 720511 | activity (quench increase), % at 7.58 µM;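 active = mean added fluorescence quench of at least 8% versus neutral control, with both replicates also reaching 8%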;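 note: cells transiently co-express mutant CFTR-F508del with the halide-sensitive YFP; corrector assay measuring rescue of mutant channel to the surface after 24 h compound exposure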
C2C12 statin – protects C2C12 myotubes from simvastatin toxicity | AID 602340 | hit rate 0.78% among 330,000 | rescue of ATP level, % at 7.49 µM | ATP luminescence, 48 h; scaled: DMSO 0, geranylgeraniol control 100;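 active = mean ATP rescue above about 67%, or every replicate alone reaching that limit, limit read from the data, passing the limit was not always enough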;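 note: myotubes were challenged with 10 µM simvastatin during compound exposure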
miR122 inh – miR-122 inhibition in Huh7 cells; activation (reporter increase), % at 12.5 µM; hit rate 0.3% among 340,000; AID 602342; Huh7 miR-122 Renilla luciferase sensor, 48 h; neutral wells = 0, positive control = 100;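 active = mean replicate activation score at least 90 and every replicate individually at or above 90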;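 note: higher luciferase means less miR-122 activity so hits act as miR-122 inhibitors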
FN deposit inh – fibronectin deposition inhibition; AID 743247; AH1F fibroblasts, Alexa488-fibronectin deposition fluorescence, overnight; hit rate 0.086% among 350,000; inhibition, % at 12.6 µM;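 active = mean inhibition across replicates of 30% or more, regardless of how many single replicates reach that level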;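 note: positive control wells lacked labelled fibronectin entirely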
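Test system: AH1F fibroblast monolayer depositing Alexa488-labelled fibronectin into matrix. Input: 10000 cells per well. Technique: fluorescence, ex 485 nm, em 525 nm. Buffer or medium: DMEM plus 2% serum, read in PBS. Timing: 1 h cell adhesion before compound, then overnight fibronectin incubation. Compound: single dose, pinned. Read-out basis: inhibition from reduced deposited-fibronectin fluorescence.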
GSIS activator – GLuc luminescence reporter in INS-1E cells, primary screen for activators of glucose-dependent secretion of insulin; hit rate 0.61% among 370,000; INS-1E GLuc reporter insulin secretion, 2-3 h; AID 743287; activation, % at 16.6 µM;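 active = lowest replicate activation of at least 40%, so every replicate reaches that level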;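 note: 0% = median of neutral control wells and 100% = median of IBMX positive control wells; some compounds called inactive have numbers as strong as hits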
An asterisk follows results filed as active; [ ] = dose if it differs, or a comment. Not a hit list; any-hit rate near 2.1%.

CCC(=O)N[C@H]1C=C[C@H](CC(=O)NCC2CCCCC2)O[C@@H]1CO was read as PglD DTNB 2, Cneo AK release 89*, PGC1a acetyl inh 3, CFTR F508del cor -1.0, C2C12 statin -4, miR122 inh -4[16.7 µM] and GSIS activator -6.
`CC1CN(CN2C(=O)c3ccccc3C2=O)CC(C)O1` (stereo unspecified) gave PglD DTNB -1, Cneo AK release 7, PGC1a acetyl inh -15, C2C12 statin -2, miR122 inh -4, FN deposit inh 0 and GSIS activator 22.
For COC(=O)c1sc(N/N=C/c2ccc(C(C)C)cc2)nc1C the results were PglD DTNB 1, Cneo AK release 2, CFTR F508del cor 1.8, C2C12 statin -37, miR122 inh -1, FN deposit inh 5 and GSIS activator -9.
For CCOC(=O)C1CCN(C(=O)Nc2c(-c3ccccc3)noc2C)CC1 the results were PglD DTNB -4, Cneo AK release 0, CFTR F508del cor -0.8, C2C12 statin -14, miR122 inh 0, FN deposit inh -2 and GSIS activator 8.
`Cc1cccc(NC(=O)Cn2c(O)c(N=NC(N)=S)c3ccccc32)c1` gave PglD DTNB -4, Cneo AK release 0, PGC1a acetyl inh -12, CFTR F508del cor -4.6, miR122 inh 6, FN deposit inh -8 and GSIS activator -19.
`CCOc1ccc(CCNC(=O)C(C)n2nc(C)c3c(C)n(-c4ccccc4)nc3c2=O)cc1` (stereo unspecified) gave PglD DTNB -2, Cneo AK release 1, PGC1a acetyl inh -11, CFTR F508del cor -2.1, C2C12 statin 14, miR122 inh 5, FN deposit inh -13 and GSIS activator -7.
Screening CCCc1nc2c(s1)CCc1onc(-c3cccc([N+](=O)[O-])c3)c1-2 returned PglD DTNB 1, Cneo AK release -2, PGC1a acetyl inh -4, CFTR F508del cor -1.2, C2C12 statin -9, miR122 inh 4 and FN deposit inh -11.
Screening Cc1nc(=S)c2ccccc2[nH]1 returned PglD DTNB 0, Cneo AK release 2, PGC1a acetyl inh 3, C2C12 statin 0 and miR122 inh 4.
C[C@@H]1CN([C@@H](C)CO)C(=O)c2cccc(NC(=O)C3CCOCC3)c2O[C@H]1CN(C)Cc1ccc2c(c1)OCO2 was read as PGC1a acetyl inh -3, CFTR F508del cor 1.5, C2C12 statin 40, miR122 inh 5[16.7 µM], FN deposit inh 7 and GSIS activator 20.
Screening O=C1N[C@@H](Cc2ccccc2)COC(=O)[C@H](Cc2ccc(F)cc2)C/C=C\C[C@@H]1CC(=O)N(CCO)Cc1ccccc1 returned PglD DTNB -7, Cneo AK release 5, PGC1a acetyl inh -2, CFTR F508del cor 0.2, C2C12 statin -7, miR122 inh -2, FN deposit inh -6 and GSIS activator -25.
`COc1ccc(S(=O)(=O)N2CCCCC2)cc1NC(=O)C1CC1(Cl)Cl` (stereo unspecified) gave PglD DTNB 1, Cneo AK release 3, PGC1a acetyl inh 8, CFTR F508del cor -0.3, C2C12 statin -1, miR122 inh 8 and FN deposit inh 4.
COc1cc(CNC2CCC(C)C2)cc(OC)c1 (stereo unspecified) was read as PglD DTNB 3, Cneo AK release 0, PGC1a acetyl inh -24, C2C12 statin 7, miR122 inh 0, FN deposit inh -2 and GSIS activator 33.
`Cc1ccc(S(=O)(=O)NC2=NCN(C(C)C)CN2)cc1` gave PglD DTNB 4, Cneo AK release 2, CFTR F508del cor 2.0, C2C12 statin 14, miR122 inh -5, FN deposit inh 4 and GSIS activator 16.
Screening CCS(=O)(=O)N1CCC(NC(=O)c2cc(OC)cc(OC)c2)CC1 returned PglD DTNB 4, Cneo AK release 2, PGC1a acetyl inh 0, C2C12 statin 5, miR122 inh -5 and GSIS activator 14.
Cc1cccc(N2CC(C(=O)Nc3nccs3)CC2=O)c1C (stereo unspecified) was read as PglD DTNB -2, Cneo AK release 0, CFTR F508del cor 0.7, C2C12 statin -12, miR122 inh -1, FN deposit inh 1 and GSIS activator 4.
Screening CC(C)CC#Cc1ccc2c(c1)O[C@@H](CN(C)Cc1cncnc1)[C@H](C)CN([C@H](C)CO)S2(=O)=O returned PglD DTNB -3, Cneo AK release -4, PGC1a acetyl inh 1, CFTR F508del cor 1.6, C2C12 statin -39, miR122 inh 25[16.7 µM] and GSIS activator -27.
COc1cc2c(cc1NC(=O)CCC(=O)O)oc1ccccc12 was read as PglD DTNB -3, Cneo AK release 0, PGC1a acetyl inh 20, CFTR F508del cor -0.2, C2C12 statin 14, miR122 inh 8, FN deposit inh 11 and GSIS activator 0.
`c1cnc2ccc(C(c3nnnn3C3CCCC3)N3CCSCC3)cc2c1` (stereo unspecified) gave PglD DTNB 1, Cneo AK release -5, PGC1a acetyl inh -28 and miR122 inh 14.
`O=c1[nH]c(/C=C/c2ccccc2F)nc2ccccc12` gave PglD DTNB 3, Cneo AK release -9, PGC1a acetyl inh -41, CFTR F508del cor 9.8*, C2C12 statin -126, miR122 inh 3, FN deposit inh 8 and GSIS activator 6.
`CC(C)N1CCN(c2ccc(OC[C@H]3CO[C@](Cn4cncn4)(c4ccc(Cl)cc4Cl)O3)cc2)CC1` gave PglD DTNB 7, Cneo AK release -2, PGC1a acetyl inh -13, CFTR F508del cor 2.6, C2C12 statin -27, miR122 inh 1, FN deposit inh 1 and GSIS activator -1.
Screening CC(=O)Oc1ccc(/C=N/NC(=O)c2ccc(N(C)S(=O)(=O)c3ccccc3)cc2)cc1 returned PglD DTNB 7, Cneo AK release -3, CFTR F508del cor -2.4, C2C12 statin -19, FN deposit inh -33 and GSIS activator 6.
`O=C(COC(=O)c1ccc(O)cc1)Nc1ncc(Cl)cc1Cl` gave PglD DTNB 8, Cneo AK release 0, CFTR F508del cor 1.3, C2C12 statin -5, miR122 inh 1 and FN deposit inh 2.
For O=C(/C=C/c1ccc(Cl)cc1Cl)Nc1cccc(S(=O)(=O)NC2=NCCC2)c1 the results were PGC1a acetyl inh -10, CFTR F508del cor -0.4, FN deposit inh 33* and GSIS activator -11.
`COC(=O)c1cc(COC(=O)CNC(=O)c2ccc(Br)cc2)oc1C` gave PglD DTNB 4, Cneo AK release 1, PGC1a acetyl inh -20, CFTR F508del cor -0.8, C2C12 statin 7, miR122 inh -6 and FN deposit inh 0.
Screening Cn1c(=O)c2c(nc(NCCCN3CCOCC3)n2Cc2ccc(Cl)cc2)n(C)c1=O returned PglD DTNB -1, Cneo AK release 0, PGC1a acetyl inh 2, C2C12 statin 1 and miR122 inh -1.
`CCc1nnc(SCC(=O)Nc2ccc(N3CCOCC3)cc2)n1C` gave PglD DTNB -2, Cneo AK release 1, PGC1a acetyl inh 9, CFTR F508del cor 0.2, C2C12 statin 2, miR122 inh -2 and GSIS activator -3.
`NS(=O)(=O)c1ccc(CCNC(=O)CC(c2ccccc2)c2ccccc2)cc1` gave PglD DTNB 6, Cneo AK release 0, PGC1a acetyl inh 22, C2C12 statin 10, miR122 inh -3 and FN deposit inh -4.
`Cc1c(CC(=O)NCCCC(=O)O)c(=O)oc2cc3c(cc12)CCC(C)(C)O3` gave PglD DTNB 4, Cneo AK release 6, PGC1a acetyl inh 11, CFTR F508del cor -1.3, C2C12 statin 7, miR122 inh 1, FN deposit inh 3 and GSIS activator 6.
Screening O=C(C[C@H]1C=C[C@@H](NC(=O)c2cnccn2)[C@@H](CO)O1)NCc1ccccc1F returned PglD DTNB -1, Cneo AK release -3, PGC1a acetyl inh -5, CFTR F508del cor 2.4, C2C12 statin -3, FN deposit inh 11 and GSIS activator 4.
`Cc1ccc(S(=O)(=O)N(C)c2ccc(OCC(=O)NCC3(N(C)C)CCCCC3)cc2)cc1` gave PglD DTNB 0, Cneo AK release 0, PGC1a acetyl inh -13, CFTR F508del cor -0.3, C2C12 statin -12, miR122 inh 12, FN deposit inh -2 and GSIS activator -3.
`O=C(CN1CCOCC1)NCc1ccccc1` gave PglD DTNB 3, Cneo AK release 7, PGC1a acetyl inh -2, CFTR F508del cor 0.6, C2C12 statin 9, miR122 inh -5 and GSIS activator -3.
Screening Cc1nc(N)sc1C(=O)N1N=N1 returned PglD DTNB 4, Cneo AK release -3, PGC1a acetyl inh -3, CFTR F508del cor -1.4, C2C12 statin 3, miR122 inh -6, FN deposit inh 8 and GSIS activator 9.
O=C(CSc1cccc(C(F)(F)F)c1)NC(=O)NCc1ccco1 was read as PglD DTNB -4, Cneo AK release -1, PGC1a acetyl inh -5, C2C12 statin 3, miR122 inh 2 and FN deposit inh -6.
`O=C([C@H]1[C@H](CO)[C@H]2Cn3c(cccc3=O)[C@@H]1N2Cc1cccc(Cl)c1)N1CCCCC1` gave PglD DTNB 3, Cneo AK release -3, CFTR F508del cor 0.0, C2C12 statin -8, miR122 inh 6[16.7 µM] and GSIS activator 5.
Screening O=C(C[C@H]1C=C[C@H](NS(=O)(=O)c2cccc(F)c2)[C@@H](CO)O1)N1CCCCC1 returned PglD DTNB 1, Cneo AK release 0, PGC1a acetyl inh 4, CFTR F508del cor -0.7, C2C12 statin -5, FN deposit inh 6 and GSIS activator 1.
Screening CC(C)c1ccc(NC(=O)CCNC(=O)Cn2ccc3ccccc3c2=O)cc1 returned PglD DTNB 0, Cneo AK release 1, PGC1a acetyl inh 2, CFTR F508del cor 0.0, C2C12 statin 29, miR122 inh -1, FN deposit inh -6 and GSIS activator 23.
Screening COc1ccc(CC(=O)OCC(=O)NCCNC(=O)COC(=O)Cc2ccc(OC)cc2)cc1 returned PglD DTNB 5, Cneo AK release 2, CFTR F508del cor 2.8, FN deposit inh 5 and GSIS activator 19.
`CCOc1ccccc1NC(=O)c1ccc(Cl)c(NC(=O)CC(c2ccccc2)c2ccccc2)c1` gave PglD DTNB -6, Cneo AK release 0, PGC1a acetyl inh -4, C2C12 statin 1, miR122 inh -5 and GSIS activator -25.
Screening CCN(CC)Cc1cc2ccccc2c2c1COC2 returned PglD DTNB 4, Cneo AK release 0, PGC1a acetyl inh 2, C2C12 statin 4 and miR122 inh 2.
CCCCC1SC(N)=NC1=O (stereo unspecified) was read as PglD DTNB 0, Cneo AK release -2, PGC1a acetyl inh 18, CFTR F508del cor -1.0, C2C12 statin -1, miR122 inh -4, FN deposit inh 2 and GSIS activator 1.
`O=C(c1cc2ccccc2oc1=O)N(Cc1ccco1)Cc1cccs1` gave PglD DTNB 0, Cneo AK release -2, miR122 inh 17 and FN deposit inh 5.
N#C[C@H]1[C@@H](c2ccc(C3=CCCCC3)cc2)[C@@H](CO)N1C(=O)Nc1ccccc1F was read as PglD DTNB -3, Cneo AK release 5, PGC1a acetyl inh -12, CFTR F508del cor -1.3, C2C12 statin 5, FN deposit inh 3 and GSIS activator -7.
Screening CCNC(=O)C[C@H]1CC[C@H]2[C@@H](COc3ccc(NC(=O)c4ccc(C#N)cc4)cc3C(=O)N2C)O1 returned PglD DTNB 3, Cneo AK release -2, PGC1a acetyl inh 1, CFTR F508del cor 2.8, C2C12 statin 16, miR122 inh 2[16.7 µM], FN deposit inh 0 and GSIS activator 11.

A portion from further up, as a working copy:
N#C[C@H]1[C@@H](c2ccc(C3=CCCCC3)cc2)[C@@H](CO)N1C(=O)Nc1ccccc1F was read as PglD DTNB -3, Cneo AK release 5, PGC1a acetyl inh -12, CFTR F508del cor -1.3, C2C12 statin 5, FN deposit inh 3 and GSIS activator -7.
Screening CCNC(=O)C[C@H]1CC[C@H]2[C@@H](COc3ccc(NC(=O)c4ccc(C#N)cc4)cc3C(=O)N2C)O1 returned PglD DTNB 3, Cneo AK release -2, PGC1a acetyl inh 1, CFTR F508del cor 2.8, C2C12 statin 16, miR122 inh 2[16.7 µM], FN deposit inh 0 and GSIS activator 11.
